From PubChem
BLM helicase inh – blocks DNA unwinding by human BLM helicase; P54132; recombinant BLM DNA unwinding, fluorescence dequenching; Potency, µM (top dose mostly 56.1 µM), for the others: at the highest dose activity change, negative = inhibition, usual class: inhibitors; 0.2% of 350,000 active; AID 2528;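 also: plate controls were vehicle for no effect and no enzyme for full effect; nearly all actives have a fitted effect of over 35% in size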
Pol kappa inh – blocks human DNA polymerase kappa activity | Potency, µM (series often up to 107 µM), inactives show at the highest dose activity, negative = inhibition, hits mostly inhibitors | purified Pol kappa, fluorescent DNA synthesis assay, 10 min | 0.53% of 400,000 active | AID 588579; also: % is scaled to controls: 0 for no effect and ±100 for the full control effect
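Here, compound and 10 nM enzyme are combined for 15 min at room temperature; adding 50 nM substrate (final) starts DNA synthesis, tracked by fluorescence at 0 and 10 min against buffer-only wells.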
BAZ2B inh – BAZ2B (human) inhibition | Q9UIF8 | Potency, µM (titrated, usually from 114 µM), for the others: at the highest dose activity change, negative = inhibition, usual class: inhibitors | 4.4% of 360,000 active | AlphaScreen BAZ2B-H3K14Ac peptide displacement | AID 504333; also: % is scaled to controls: 0 for no effect and ±100 for the full control effect; nearly all actives have a fitted effect of over 60% in size
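Multi-concentration screen (max 110 uM) measuring displacement of acetylated histone H3 peptide from BAZ2B by AlphaScreen, using 50 nM protein, 50 nM peptide and 10 ug/mL streptavidin donor plus Ni-chelate acceptor beads.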
G9a block – G9a (human) methyltransferase inhibition; G9a H3K9 monomethylation, AlphaScreen, 2 h; 8.8% of 350,000 active; Potency, µM (top dose mostly 102 µM), for inactives: at the highest dose activity, negative = inhibition, hits mostly inhibitors; also: % is scaled to controls: 0 for no effect and ±100 for the full control effect; nearly all actives have a fitted effect of over 75% in size
Target sequence (Q96KQ7 913-1193 limits assumed): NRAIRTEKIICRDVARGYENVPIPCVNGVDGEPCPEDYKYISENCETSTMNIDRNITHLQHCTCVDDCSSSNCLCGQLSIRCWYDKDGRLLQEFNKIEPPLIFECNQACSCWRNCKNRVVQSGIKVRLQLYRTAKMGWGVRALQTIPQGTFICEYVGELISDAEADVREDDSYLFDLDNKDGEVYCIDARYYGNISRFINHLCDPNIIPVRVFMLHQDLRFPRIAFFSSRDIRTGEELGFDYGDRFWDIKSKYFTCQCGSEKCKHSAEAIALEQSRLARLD
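G9a (20 nM) was preincubated 15 min with compound, then reacted 2 h at room temperature with 500 nM biotin-H3K9 peptide and 20 µM SAM. Monomethyl-H3K9 detected by AlphaScreen using anti-H3K9me1 antibody.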
APE1 inh – blocks human APE1 abasic DNA cleavage; recombinant APE1, TAMRA/BHQ-2 abasic DNA cleavage fluorescence; P27695; Potency, µM (highest dose often 65.8 µM), without a hit: at the top dose activity change, negative = inhibition, actives largely listed as inhibitors; 0.35% of 350,000 active;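 also: plate controls were vehicle for no effect and reference inhibitor for full effect; nearly all actives have a fitted effect of over 55% in size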
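0.75 nM APE1 + cpd, 15 min RT; start w/ 50 nM TAMRA/BHQ-2 THF-abasic dsDNA; kinetic fluor 525/598 nm ×3 reads @60 s; Δ(read3−read1); normalized to DMSO and NSC13755 control wells.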
POLI inh – blocks human DNA polymerase iota activity | Pol iota fluorescent replication assay, 10 min | AID 588590 | Q9UNA4 | 1% of 390,000 active | Potency, µM (top dose mostly 115 µM), without a hit: at the highest dose activity, negative = inhibition, actives largely listed as inhibitors
Target sequence (Q9UNA4 whole entry, looked up): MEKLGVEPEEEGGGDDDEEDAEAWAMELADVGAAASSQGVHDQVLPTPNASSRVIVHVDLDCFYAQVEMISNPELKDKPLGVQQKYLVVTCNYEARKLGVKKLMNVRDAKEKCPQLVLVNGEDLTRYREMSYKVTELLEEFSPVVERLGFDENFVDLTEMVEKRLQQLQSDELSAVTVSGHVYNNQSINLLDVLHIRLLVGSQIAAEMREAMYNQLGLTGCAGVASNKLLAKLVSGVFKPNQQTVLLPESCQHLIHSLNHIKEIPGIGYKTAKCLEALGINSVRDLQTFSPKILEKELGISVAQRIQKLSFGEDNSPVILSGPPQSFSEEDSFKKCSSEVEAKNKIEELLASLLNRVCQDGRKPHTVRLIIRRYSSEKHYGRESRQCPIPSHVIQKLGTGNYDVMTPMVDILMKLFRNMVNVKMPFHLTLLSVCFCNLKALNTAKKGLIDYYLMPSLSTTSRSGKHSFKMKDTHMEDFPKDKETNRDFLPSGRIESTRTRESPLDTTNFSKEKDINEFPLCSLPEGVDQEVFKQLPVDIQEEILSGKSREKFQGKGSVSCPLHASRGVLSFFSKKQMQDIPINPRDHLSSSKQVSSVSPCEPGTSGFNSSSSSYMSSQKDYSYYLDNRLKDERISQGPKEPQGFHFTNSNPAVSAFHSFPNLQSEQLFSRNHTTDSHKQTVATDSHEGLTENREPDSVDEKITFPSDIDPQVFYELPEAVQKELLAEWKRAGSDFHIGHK
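Pol iota at 10 nM preincubated 15 min with compounds at room temperature; reaction started with fluorescent substrate, 50 nM final. Fluorescence read kinetically at 0 and 10 min; buffer-only wells as negative control.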
POLH inh – inhibitors of human DNA polymerase eta; Q9Y253; Potency, µM (doses to about 114 µM), for the others: top-dose activity change, negative = inhibition, hits mostly inhibitors; recombinant Pol eta, fluorescent DNA replication assay; AID 588591; 1.2% of 390,000 active; also: % is scaled to controls: 0 for no effect and ±100 for the full control effect
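Pol eta (10 nM) was preincubated with compounds for 15 min at room temperature, after which fluorescent replication substrate (50 nM final) was added to start the reaction. Fluorescence was read kinetically at 0 and 10 min.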
Anesthetic bind – candidate novel general anesthetic via apoferritin binding; P02791; apoferritin/1-aminoanthracene competitive binding, fluorescence; Potency, µM (series often up to 77.5 µM), without a hit: at the top dose activity change, negative = displacement, most hits filed as inhibitors; 0.074% of 350,000 active; AID 485281; also: % is scaled to controls: 0 for no effect and ±100 for the full control effect; nearly all actives have a fitted effect of over 20% in size
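Horse-spleen apoferritin (10 uM) was mixed with 50% saturated 1-aminoanthracene in PBS, exposed to compounds for 10 min at room temperature, and read for fluorescence (ex 380 nm, em 535 nm). Competitive displacement was fitted with a four-parameter Hill equation.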
Pol beta inh – DNA polymerase beta (human) inhibition; AID 485314; 1.3% of 340,000 active; Potency, µM (titrated, usually from 114 µM), for the others: at the highest dose activity change, negative = inhibition, most hits filed as inhibitors; P06746; Pol beta primer extension/strand displacement, fluorescence kinetic; also: % is scaled to controls: 0 for no effect and ±100 for the full control effect
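Curves were derived by four-parameter Hill fits of normalized qHTS data. The kinetic fluorescent primer-extension read was taken at 0 and 10 min after 50 nM substrate, following a 15 min room-temperature preincubation of 10 nM enzyme with compounds.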
Numbers without * were called inactive; ? = inconclusive; / = no result given; [ ] = dose if it differs, or a comment. Calls follow the shape of the dose curve; as a rule, active = well fitted curve in the direction sought with a large enough effect; inconclusive = small, poorly fitted or top-dose-only effect, or another doubt; inactive = no such curve, though single readings can be large; an effect the other way counts as inactive or inconclusive. Potency is read from the fitted curve at half-maximal effect. The list is partial (hit frequency here may not be typical).

1: O=c1[nH]c(SCCN2CCOCC2)nc(O)c1-c1ccccc1
2: Cc1cnc(CNc2cc(-c3ccoc3)ncn2)cn1
3: Cc1ccc(NNS(=O)(=O)c2ccc(C)cc2)cc1
4: O=C(CCCCCN1C(=O)CCC1=O)Nc1ccc2c(c1)OCO2
5: CCc1sc(C(=O)N2CCN(c3ccc(F)cc3)CC2)cc1C
6: COc1ccccc1NC(=O)C1=C(C)Nc2nc(SCc3ccccc3)nn2C1c1ccncc1 (centres undefined)
Screen / compound no.	1	2	3	4	5	6
BLM helicase inh	-1%	-16%	-11%	-1%	-3%	-11%
Pol kappa inh	9%	-9%[60.1 µM]	-16%	-8%	-15%	-4%
BAZ2B inh	0%	/	20µM*	9%	-21%	?
G9a block	-43%	/	0.79µM*	-3%[12.7 µM]	6%	-15%[59 µM]
APE1 inh	-5%	-9%	-2%	3%	39%	/
POLI inh	24%	/	?	?	30%[activator]	6%
POLH inh	8%	/	-13%	?	-14%	-1%
Anesthetic bind	-6%	-8%	?	-10%	-15%	-1%
Pol beta inh	2%	/	2%	1%	2%	-29%

Reprinted from the part before: 4 entries, followed by the next part.
3: Cc1ccc(NNS(=O)(=O)c2ccc(C)cc2)cc1
4: O=C(CCCCCN1C(=O)CCC1=O)Nc1ccc2c(c1)OCO2
5: CCc1sc(C(=O)N2CCN(c3ccc(F)cc3)CC2)cc1C
6: COc1ccccc1NC(=O)C1=C(C)Nc2nc(SCc3ccccc3)nn2C1c1ccncc1 (centres undefined)
7: O=C(O)c1cc(Br)ccc1NN=C1CCCCC1
8: CC(=O)C1=C(O)C(=O)N(Cc2ccccc2)C1c1ccc(F)cc1 (centres undefined)
9: Cc1ccc(CN2CCC(CNc3ncnc4onc(-c5ccc(Cl)cc5)c34)CC2)cc1
10: Cc1cc(C)c(C#N)c(OCC(=O)Nc2ccccc2)n1
11: CN(C)CCn1c2ccccc2c2nc3ccc([N+](=O)[O-])cc3cc21
12: Cc1sc2ncnc(NC3CCN(Cc4ccccc4)CC3)c2c1C
Screen / compound no.	3	4	5	6	7	8	9	10	11	12
BLM helicase inh	-11%	-1%	-3%	-11%	0%	-4%	3%	-1%	11%	-8%
Pol kappa inh	-16%	-8%	-15%	-4%	-9%	20%	0%	-2%	-29%	2%
BAZ2B inh	20µM*	9%	-21%	?	-36%	-4%	-4%[57.1 µM]	-2%	-9%	-19%
G9a block	0.79µM*	-3%[12.7 µM]	6%	-15%[59 µM]	2.8µM*	13%	-5%[59 µM]	10%	-49%	19%[12.7 µM]
APE1 inh	-2%	3%	39%	/	2%	5%	/	33%	-9%	2%
POLI inh	?	?	30%[activator]	6%	11%	25%	28%	145%[activator]	?	84%[activator]
POLH inh	-13%	?	-14%	-1%	10%	-5%	-19%	-10%	6%	-15%
Anesthetic bind	?	-10%	-15%	-1%	0%	-12%	-14%	1%	-5%	-13%
Pol beta inh	2%	1%	2%	-29%	32%	90%	9%	2%	-3%	7%

13: COc1ccc(/C=C/C(=O)Nc2ccc(OC)cc2[N+](=O)[O-])cc1
14: CNC(=S)N/N=C/c1ccc2c(c1)OCCO2
15: Cc1ccc(N=C2NC(=O)/C(=C/c3cn(C)c4ccccc34)S2)cc1C
16: COCCCn1c(=N)c(S(=O)(=O)c2ccccc2)cc2c(=O)n3cc(C)ccc3nc21
17: COc1ccccc1N(CC(=O)Nc1c(C)cccc1C)S(C)(=O)=O
18: CCOC(=O)C1(Cc2ccccc2)CCN(Cc2cccn2-c2nccs2)CC1
Screen / compound no.	13	14	15	16	17	18
BLM helicase inh	2%	-3%	-13%	-1%	0%	-1%
Pol kappa inh	-4%	-15%	-13%	2%	-8%	-11%
BAZ2B inh	-4%	0%	?	-1%	?	?
G9a block	16%[59 µM]	-9%[59 µM]	?	4%[59 µM]	-3%	-25%
APE1 inh	0%	2%	-2%	/	2%	-2%
POLI inh	-2%	1%	-4%	8%	1%	5%
POLH inh	-2%	-6%	?	-17%	1%	-24%
Anesthetic bind	-8%	5%	0%	1%	-4%	-15%
Pol beta inh	37%	13%	-20%	-1%	?	-20%

19: CCOc1cc(C2c3c(-c4ccccc4O)n[nH]c3C(=O)N2Cc2cccnc2)ccc1O (centres undefined)
20: COc1ccnc(CSC(N)=Nc2ccccc2C(F)(F)F)c1
21: CCOc1ccc(C(=O)OCC(=O)NCCNC(=O)COC(=O)c2ccc(OCC)cc2)cc1
22: CCOC(=O)c1cc2c(=O)n3ccccc3nc2n(CC(C)C)c1=NC(=O)c1ccco1
23: O=C(Nc1ccc2c(c1)OCO2)c1cc(-c2cccnc2)nc2ccccc12
24: CN(C/C=C/c1ccccc1)Cc1cccc2ccccc12
Screen / compound no.	19	20	21	22	23	24
BLM helicase inh	2%	8%	-10%	-2%	-11%	/
Pol kappa inh	1%	-5%	-15%	-9%	-5%	0%
BAZ2B inh	-8%	-3%	-11%	0%	?	39%[activator]
G9a block	8%[59 µM]	-36%[59 µM]	-2%	?	?	14%[59 µM]
APE1 inh	/	17%	27%	4%	-2%	-14%
POLI inh	4%	122%[activator]	8%	28%	74%[activator]	18%
POLH inh	-9%	-5%	8%	-5%	-20%	-11%
Anesthetic bind	-6%	-14%	-4%	142%[activator]	-12%	/
Pol beta inh	40%	27%	18%	-2%	-1%	/

25: CC(C)C1Oc2ccccc2N(CC(=O)NCCCN2C(C)CCCC2C)C1=O (centres undefined)
26: COc1ccc(N2CCN(C(=O)Nc3ccccc3C)CC2)cc1
27: CC(C)(C)c1ccc(CN2C3=NCCCN3c3ccccc32)cc1
28: COC(=O)C1=C(C(=O)OC)N2C=CC=CC2(C)C(C(=O)OC)=C1C(=O)OC (centres undefined)
29: CCCC(=O)Nc1nc2ccc(OC)cc2s1
30: Cc1ccc(C(=O)OCN2C(=O)c3ccccc3C2=O)o1
Screen / compound no.	25	26	27	28	29	30
BLM helicase inh	-1%	-6%	2%	0%	-5%	/
Pol kappa inh	-6%	-2%[60.1 µM]	-5%	-6%	-1%	-4%
BAZ2B inh	-2%	?	13%	?	30%[activator]	-3%
G9a block	-7%	-33%	0%[59 µM]	?	-33%	19%[59 µM]
APE1 inh	2%	2%	21%	9%	-6%	-4%
POLI inh	-5%	20%	-3%	24%	12%	-23%
POLH inh	-6%	-6%	-4%	-20%	-11%	-13%
Anesthetic bind	-17%	-6%	1%	-9%	7%	/
Pol beta inh	26%	22%	20%	7%	-2%	/

31: CCCCNS(=O)(=O)c1ccc(NC(=O)C2CCCO2)cc1 (centres undefined)
32: Cc1ccc(NC(=O)CN(C)C(=O)c2ccc(S(=O)(=O)N(C)c3ccccc3)cc2)cc1
33: O=C(CCSc1ccccc1)NCCSCc1ccccc1
34: Cc1cccc(Nc2nnc(SCC(=O)c3ccc(O)cc3O)s2)c1
35: Cc1ccc(S(=O)(=O)N(C)C)cc1NC(=O)COC(=O)C1CCN(S(=O)(=O)c2cccs2)CC1
36: Cc1ccc(C(=O)c2cc([N+](=O)[O-])ccc2N2CC(C)OC(C)C2)cc1 (centres undefined)
Screen / compound no.	31	32	33	34	35	36
BLM helicase inh	-7%	-5%	-2%	-6%	/	-6%
Pol kappa inh	-5%	-23%	-2%	-7%	3%	13%
BAZ2B inh	10%	-9%	1%	-5%	3%	-32%
G9a block	7%[59 µM]	56µM*	10%[59 µM]	45µM*	-47%	8%[59 µM]
APE1 inh	-5%	0%	3%	5%	3%	1%
POLI inh	-16%	2%	7%	135%[activator]	35%[activator]	20%
POLH inh	?	0%	-28%	-17%	-22%	-15%
Anesthetic bind	-2%	-8%	-8%	4%	/	-6%
Pol beta inh	-1%	-2%	4%	1%	/	-4%

In the list so far, 2 have an NH in an aromatic ring:
1: O=c1[nH]c(SCCN2CCOCC2)nc(O)c1-c1ccccc1
19: CCOc1cc(C2c3c(-c4ccccc4O)n[nH]c3C(=O)N2Cc2cccnc2)ccc1O (centres undefined)
Screen / compound no.	1	19
BLM helicase inh	-1%	2%
Pol kappa inh	9%	1%
BAZ2B inh	0%	-8%
G9a block	-43%	8%[59 µM]
APE1 inh	-5%	/
POLI inh	24%	4%
POLH inh	8%	-9%
Anesthetic bind	-6%	-6%
Pol beta inh	2%	40%

(further entries)
37: O=C(Nc1cc(Cl)ccc1O)C1CCCO1 (centres undefined)
38: O=C(Cn1nnc2ccccc21)c1ccc(Cl)cc1
39: Cc1ccc2nc(/C(C#N)=C\c3ccc(Oc4ccc(C(F)(F)F)cc4[N+](=O)[O-])cc3)[nH]c2c1
40: COc1ccc(/C=N/Nc2nonc2N)c(OC)c1
41: CC(C)NC(=O)c1ccccc1NC(=O)Cc1ccc([N+](=O)[O-])cc1
42: CCC(NC(=O)Cc1c(C)c2c(cc(C)c3c(C)c(C)oc32)oc1=O)C(=O)O (centres undefined)
43: COc1ccc(NC2CCCN(C(=O)CCN3CCOCC3)C2)cc1 (centres undefined)
44: COc1ccccc1OCC(=O)NCC1CCCN(Cc2cnn(C(C)C)c2)C1 (centres undefined)
Screen / compound no.	37	38	39	40	41	42	43	44
BLM helicase inh	0%	-6%	-16%	1%	-8%	2%	0%	3%
Pol kappa inh	-1%	-7%	-17%	6%	3%	-16%	-2%	-5%
BAZ2B inh	-8%	2%	-33%	-22%	-26%	0%	10%	2%
G9a block	0%[12.7 µM]	/	23%[59 µM]	?	?	11%	?	/
APE1 inh	-2%	17%	3%	?	2%	13%	65%[activator]	-7%
POLI inh	0%	8%	40%[activator]	-20%	146%[activator]	7%	79µM*	26%
POLH inh	-15%	-2%	?	-13%	-24%	-1%	-3%	-27%
Anesthetic bind	?	-8%	4%	69%[activator]	-13%	49%[activator]	-4%	-4%
Pol beta inh	9%	34%	7.1µM*	-1%	-4%	24%	4%	46%
